Bioassay records as filed in PubChem.
PLCg1 inh: blocks human PLC-gamma1 enzyme activity | inhibition, % at 12.2 µM | P19174 | purified PLC-gamma1, fluorogenic substrate, fluorescence | 370,000 compounds, 0.84% hits; in the data active = inhibition above about 9.5%
ADAM17 inh: ADAM17 inhibition, QFRET primary screen. 370,000 compounds, 0.83% hits. AID 720648. recombinant ADAM17, EDANS/DABCYL FRET peptide cleavage. P78536. inhibition, % at 6.95 µM;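 active = inhibition above the mean of compounds lying between control limits plus 3 SD, set per campaign, cut at about 8.5% in these data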;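 note: 0% = DMSO-only wells as the low control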
Target sequence (P78536 215-824 limits assumed): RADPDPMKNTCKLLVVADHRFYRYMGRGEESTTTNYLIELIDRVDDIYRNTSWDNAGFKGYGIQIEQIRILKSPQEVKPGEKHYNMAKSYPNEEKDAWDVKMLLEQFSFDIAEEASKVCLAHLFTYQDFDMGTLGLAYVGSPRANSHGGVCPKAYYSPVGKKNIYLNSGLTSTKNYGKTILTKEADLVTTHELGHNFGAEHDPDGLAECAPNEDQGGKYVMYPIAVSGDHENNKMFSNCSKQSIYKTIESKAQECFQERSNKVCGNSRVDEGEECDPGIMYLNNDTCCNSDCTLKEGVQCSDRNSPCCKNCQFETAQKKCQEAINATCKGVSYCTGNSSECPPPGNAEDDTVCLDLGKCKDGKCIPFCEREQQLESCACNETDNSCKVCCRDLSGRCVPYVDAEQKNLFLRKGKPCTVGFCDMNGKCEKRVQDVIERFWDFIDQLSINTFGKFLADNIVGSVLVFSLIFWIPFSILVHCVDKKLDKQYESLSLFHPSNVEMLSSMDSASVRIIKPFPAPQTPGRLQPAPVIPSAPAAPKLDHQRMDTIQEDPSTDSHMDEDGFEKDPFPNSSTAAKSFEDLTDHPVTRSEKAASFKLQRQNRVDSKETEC
DAX1 inh-1: inhibits human nuclear receptor DAX1; HEK293 Gal4-DAX1 luciferase reporter, luminescence; P51843; 340,000 compounds, 0.99% hits; AID 504766; inhibition, % at 6.75 µM;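 active = inhibition above the mean over all tested compounds plus 3 SD, cut at about 4.2% in these data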;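 note: 0% = DAX1-transfected cells with DMSO and 100% = empty-vector control cells with DMSO; inhibition shows as a rise in luminescence from relieved DAX1 repression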
Target sequence (P51843 207-470 limits assumed): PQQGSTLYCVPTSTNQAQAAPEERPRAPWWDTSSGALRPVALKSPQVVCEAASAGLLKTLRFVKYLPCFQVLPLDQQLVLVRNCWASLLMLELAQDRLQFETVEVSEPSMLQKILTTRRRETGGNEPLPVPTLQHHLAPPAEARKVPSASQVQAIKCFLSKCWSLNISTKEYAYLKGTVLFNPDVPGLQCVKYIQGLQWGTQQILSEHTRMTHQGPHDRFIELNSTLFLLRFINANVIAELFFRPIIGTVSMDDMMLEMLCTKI
DAX1 inh-2: blocks DAX1 repression of SF-1 activated StAR promoter | HEK293T StAR-luciferase reporter, SF-1/DAX-1 repression relief | inhibition, % at 6.8 µM | 370,000 compounds, 1.1% hits | AID 652010;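 active = inhibition above the mean over all tested compounds plus 3 SD, cut at about 3.6% in these data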;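 note: 0% = DAX-1 cells with DMSO and 100% = cells lacking DAX-1 with DMSO; higher inhibition means more luminescence from relief of DAX-1 repression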
ADAM10 inh: ADAM10 inhibition, QFRET primary screen | O14672 | recombinant ADAM10, EDANS/DABCYL FRET peptide cleavage, 3 h | inhibition, % at 7 µM | 370,000 compounds, 0.62% hits;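 active = inhibition above a per-campaign cutoff equal to the mean of compounds falling between control-based bounds plus 3 SD, cut at about 20% in these data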;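 note: 0% = DMSO wells while the 100% control is not disclosed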
sPLA2-III inh: Blocks human group III sPLA2 activity; Q9NZ20; QFRET BODIPY PC-A2 liposome hydrolysis, fluorescence; inhibition, % at 12.2 µM; 370,000 compounds, 0.56% hits; AID 743126;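 active = inhibition above mean plus 3 SD of compounds lying within the high and low control bounds, cut at about 19% in these data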;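 note: 0% = median of test compound wells and 100% = no enzyme DMSO wells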
hgDAF-12 ag: hgDAF-12 agonism, primary luciferase screen; HEK293 GAL4-hgDAF12 UAS-luciferase reporter, agonist luminescence; normalized to butyrate control; activation, % at 6.8 µM; 370,000 compounds, 1.8% hits; AID 687014;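 active = activation above a cutoff set at the mean of all screened compounds plus 3 SD, cut at about 10% in these data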;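 note: 0% = DMSO wells and 100% = sodium butyrate wells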
GAA850 FXN act: frataxin GAA850 promoter activation; activation, % at 6 µM; 360,000 compounds, 0.56% hits; HEK293 lucGAA850 FXN promoter luciferase reporter, 24 h; percent of 10 µM SAHA response;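 active = activation above the average of all compounds screened plus 3 SD, cutoff fixed separately per campaign, cut at about 7.5% in these data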;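 note: 0% = DMSO wells and 100% = 10 µM SAHA wells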
hcDAF12 agonist: H. contortus DAF-12 activation, primary screen | HEK293 hcDAF-12 lit1-tk-luc reporter, luminescence; 0% DMSO, 100% Δ7-dafachronic acid | activation, % at 6.8 µM | 370,000 compounds, 1.4% hits | AID 652067;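 active = activation above the mean of all tested compounds plus 3 SD, cut at about 5.5% in these data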;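 note: 100% = response to 3 µM Δ7-dafachronic acid high control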
ssDAF-12 act: activators of S. stercoralis DAF-12 nuclear receptor. HEK293 ssDAF-12/GRIP1 lit1-tk-luc reporter, luminescence; % of 3 µM dafachronic acid response. activation, % at 6.8 µM. 370,000 compounds, 1% hits. AID 652126;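 active = activation above the mean over all tested compounds plus 3 SD, cut at about 0.9% in these data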;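 note: 0% = DMSO-only wells and 100% = 3 µM delta7-dafachronic acid wells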
PLC-beta3 inh: blocks human PLC-beta3 enzyme activity; inhibition, % at 12.2 µM; Purified PLC-beta3, fluorogenic substrate, fluorescence; 370,000 compounds, 0.18% hits; Q01970; AID 720704; in the data active = inhibition above about 11%;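 note: 0% = median of compound wells on plate and 100% = full blocker control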
The depositor's hits bear a star; x = no result given.

SMILES | PLCg1 inh | ADAM17 inh | DAX1 inh-1 | DAX1 inh-2 | ADAM10 inh | sPLA2-III inh | hgDAF-12 ag | GAA850 FXN act | hcDAF12 agonist | ssDAF-12 act | PLC-beta3 inh
COCCN1C(=O)N[C@@H](CCc2ccccc2)[C@@H](C(=O)OC)[C@H]1C | -0.1 | -1.5 | -1.1 | -0.4 | -5.2 | 1.4 | 0.2 | 0.9 | 1.7 | -0.9 | 2.0
O=C(Nc1ccc(C(=O)NC2CCCCC2)cc1)c1cncc(Br)c1 | -1.1 | 3.0 | 2.4 | 0.9 | -11.9 | 9.3 | -0.1 | 1.0 | -0.8 | -0.8 | -1.4
CC(C)Oc1ccc(C(=O)OCC(=O)N2CCCc3ccccc32)cc1 | -2.6 | -3.8 | 2.2 | 0.1 | 3.4 | 2.8 | -2.8 | -2.6 | -1.4 | -1.5 | -5.2
c1ccc(-c2cc3ccccc3nc2N2CCCC2)cc1 | -15.7 | -16.5 | -0.1 | -0.2 | -18.5 | 3.6 | 0.8 | 2.9 | 1.2 | -0.8 | -16.0
COc1ccc(NS(=O)(=O)c2cccc(C(=O)NNC(=O)CNC(=O)c3ccco3)c2)cc1 | 1.8 | 4.5 | 0.1 | -0.6 | 1.6 | -14.2 | -0.1 | 1.4 | 0.2 | -0.6 | -5.4
O=C(/C=C/c1cccc([N+](=O)[O-])c1)NCc1cccnc1 | 2.6 | 2.8 | -1.1 | -0.6 | 9.3 | 2.8 | -1.6 | 0.1 | -0.8 | -1.1 | 11.2*
COc1ccc(/C=N/NC(=O)c2sc(C)nc2C)cc1 | -9.4 | -3.0 | 0.7 | -0.4 | -5.5 | 0.4 | 3.2 | 3.2 | -0.5 | -1.8 | -10.2
CCCCCc1c(O)nc(SCCN2CCOCC2)[nH]c1=O | 0.8 | -3.5 | 1.0 | 0.2 | 2.8 | 4.8 | 2.1 | 2.0 | -0.9 | -0.8 | 0.1
COc1cccc(CN(C)C(=O)CN2C(=O)NC3(CCCc4ccccc43)C2=O)c1 (centres undefined) | 1.6 | -0.7 | 1.5 | -0.5 | -7.5 | -3.6 | -0.8 | 1.1 | -0.7 | -1.3 | -3.8
Cc1cc(C(=O)O)ccc1N/C=C1\CCCC(C)C1=O (centres undefined) | 1.8 | -6.2 | -1.0 | 2.0 | 0.3 | 6.2 | 10.7* | 3.4 | 3.1 | 0.9 | 0.5
O=C(C1CCCN(S(=O)(=O)c2cccs2)C1)N1CCN(C2CCCCC2)CC1 (centres undefined) | 0.8 | -5.3 | -0.4 | 1.0 | 6.4 | -7.7 | -2.4 | 2.4 | 1.6 | -1.1 | -2.3
COC(=O)[C@]1(C)CCC[C@@]2(C)C3CC[C@@]4(C)C[C@]3(CCC21)CC(=O)N4 (some centres undefined) | 1.0 | -1.6 | 0.3 | 0.4 | -0.6 | 4.7 | 0.9 | -0.9 | -2.0 | -1.6 | 0.9
O=C(Nc1c(C(=O)N2CCCCC2)cnn1-c1ccccc1)c1ccccc1F | -3.7 | 0.0 | 0.7 | 1.9 | -0.4 | 8.2 | 1.8 | 0.5 | 4.1 | 0.4 | -5.6
COc1cc(-c2nnc(Sc3ccc(C(F)(F)F)cc3[N+](=O)[O-])o2)cc(OC)c1OC | 0.3 | -3.2 | 1.3 | 0.2 | -1.3 | -0.3 | -0.7 | -0.7 | -0.3 | -1.1 | -0.5
O=C(NCC(=O)N(c1cccnc1)C(C(=O)NC1CCCC1)c1ccco1)c1cccs1 (centres undefined) | -8.4 | 1.1 | 1.7 | -0.1 | 3.8 | -6.5 | -2.0 | 0.1 | 0.1 | -1.3 | -0.2
CCN1C(=O)[C@H]2[C@@H](c3ccc(OC)cc3)N[C@]3(CCCN(Cc4cccn4C)C3=O)[C@H]2C1=O | -6.4 | 0.8 | -0.2 | -1.1 | -2.6 | -14.9 | -0.6 | -0.2 | -0.1 | -1.3 | -8.2
COc1cc2c(cc1OC)C(c1c(-c3c(Cl)cccc3Cl)noc1C)=NCC2 | -252.6 | -21.9 | 0.8 | -0.6 | -58.0 | 5.4 | -5.6 | -2.8 | -0.1 | -1.4 | -335.2
CCc1ccc(NC(=O)C2CCN(S(C)(=O)=O)CC2)cc1 | 4.2 | 0.7 | 0.2 | -0.6 | -2.7 | -0.3 | -1.6 | -0.9 | 1.7 | -1.7 | 1.1
CC(C)NC(=O)CSc1nccc(-c2cccs2)n1 | -0.8 | -3.7 | 0.1 | 0.4 | -4.7 | 2.2 | 2.3 | -0.9 | -0.3 | -1.4 | -4.3
CN(C)S(=O)(=O)Oc1ccsc1C(=O)Nc1ccc(Br)cc1 | -0.8 | -0.8 | -1.2 | -1.2 | -3.7 | -7.5 | -0.7 | 0.1 | -1.0 | -0.7 | 0.8
O=C(O)CCc1ccc(-c2cccs2)n1CC(=O)Nc1ccccc1C(F)(F)F | -33.3 | -13.4 | 0.2 | -0.2 | -49.0 | -18.5 | 2.4 | -0.8 | 0.1 | -0.7 | -49.1
Cc1ccc(C(=O)O)cc1NC(=O)CCc1c(C)noc1C | 1.1 | -2.8 | 0.1 | -1.0 | -8.3 | -3.8 | -0.8 | 0.4 | -1.6 | -1.0 | 1.8
CN(C)c1ccc(CNC(=O)C2CCN(S(=O)(=O)c3ccc4c(c3)oc(=O)n4C)CC2)cc1 | 0.7 | -2.9 | 0.4 | -0.2 | -5.3 | 5.4 | 1.6 | -0.3 | -0.7 | -0.5 | -6.3
O=[N+]([O-])c1ccc(N2CCN(S(=O)(=O)c3ccc(Cl)cc3)CC2)cc1NCC1CCCO1 (centres undefined) | 7.2 | 1.9 | 0.1 | 0.5 | 7.6 | 4.2 | -2.4 | 0.8 | 0.0 | -1.5 | 2.6
CC(NC(=O)C(=O)N1CCCCC1)C(c1cccs1)N1CCN(Cc2ccccc2)CC1 (centres undefined) | 0.3 | -2.8 | 0.5 | 0.0 | -1.3 | -2.6 | 0.6 | 0.3 | 0.6 | -0.6 | -6.3
SMILES | PLCg1 inh | ADAM17 inh | DAX1 inh-1 | DAX1 inh-2 | ADAM10 inh | sPLA2-III inh | hgDAF-12 ag | GAA850 FXN act | hcDAF12 agonist | ssDAF-12 act | PLC-beta3 inh
CCCCCCN(C(=O)CCCCCN1C(=O)NC(c2ccc(C3CCCCC3)cc2)C(C(=O)OCc2ccccc2)=C1C)C(C(=O)NCCCC)c1ccc(OCC(=O)OC)c(C(=O)OC)c1 (centres undefined) | 2.8 | -2.2 | x | 0.3 | 4.3 | -2.6 | -1.1 | x | -1.4 | -1.1 | 1.3
Cc1ccc(/C=N/NC(=O)c2ccc3ccccc3c2)s1 | -23.3 | -1.7 | -1.1 | -2.4 | -12.9 | 2.3 | 4.8 | -1.5 | 0.7 | -0.6 | -41.7
O=C(COc1ccccc1)Nc1c(Cl)ccc2nsnc12 | -6.5 | -1.3 | -1.1 | -0.3 | -3.1 | 0.1 | -0.8 | -2.2 | -2.0 | -1.3 | -16.1
Cc1ccccc1-c1nc2cc(NC(=O)C3CC3)ccc2o1 | -42.2 | -38.2 | 1.4 | 2.3 | -113.2 | 0.4 | 11.4* | 3.7 | 4.7 | 0.2 | -52.2
C=C(C)CN(CC)C(=O)CC1C(=O)NCCN1C (centres undefined) | -2.6 | -1.6 | 1.5 | 0.5 | -1.4 | 0.9 | 9.6 | 1.9 | -1.2 | -1.4 | 3.2
Cc1ccc(S(=O)(=O)NCCSc2nncn2C)cc1 | 1.7 | 5.4 | -0.1 | -0.1 | -7.4 | 13.0 | -0.9 | -1.3 | 2.7 | -1.0 | -5.6
Clc1ccc(C2=Nc3cc(Cl)ccc3OC2)cc1 | 7.0 | -3.4 | 2.3 | 0.9 | -8.4 | 15.1 | 5.9 | 3.0 | 2.1 | 0.4 | -0.5
Cc1cc(N2CCN(c3ccccc3)CC2)n2nnnc2n1 | -0.6 | -0.4 | 0.7 | 0.1 | -4.0 | 13.6 | 0.1 | -2.2 | -1.2 | -1.3 | 1.6
COc1ccc(OC)c(Nc2nc(N)c([N+](=O)[O-])c(NCc3ccccc3)n2)c1 | 1.1 | -1.2 | x | 0.0 | 1.7 | -1.0 | 0.0 | 0.4 | -1.8 | -1.3 | -1.8
NC(=S)N/N=C1\CC(n2nnnc2-c2ccccc2Cl)C2COC1O2 (centres undefined) | 1.5 | -0.4 | -0.1 | -0.4 | 7.3 | 9.2 | -4.2 | 1.2 | -0.3 | -1.5 | -4.3
CCN1C(=O)N(C)C(N(O)C(=O)NC)C1(C)C (centres undefined) | 7.5 | 1.8 | 1.4 | -0.5 | 4.2 | 7.0 | 0.1 | 1.9 | -0.5 | -0.8 | 1.7
CCOC(=O)CN1NC2(CCCCCCC2)NC1=S | -1.2 | -4.0 | 1.4 | 0.1 | -3.8 | 8.9 | -1.4 | 0.8 | -0.7 | -1.1 | -4.2
CC(=O)c1c(C)n(-c2ccccc2Br)c2ccc(O)cc12 | -3.3 | 0.4 | 0.0 | -0.2 | 3.9 | -26.0 | -0.9 | 0.3 | -3.3 | -1.4 | -8.6
O=C1C=C(O)CC(c2cccs2)C1 (centres undefined) | -6.8 | -1.5 | 0.8 | -0.7 | 3.4 | -5.1 | 1.9 | -1.3 | -1.2 | -1.7 | -1.9
CCc1n[nH]c2c1C(=O)CC(C)(C)C2 | 1.2 | -5.3 | -0.1 | 0.1 | -10.1 | -1.3 | -0.3 | -1.2 | 1.2 | -1.2 | 3.2
O=C(NNC(=O)C1CC(=O)N(Cc2ccccc2)C1)c1ccc(F)cc1 (centres undefined) | -3.0 | 3.9 | 1.3 | 3.0 | -6.5 | -0.9 | -0.8 | -0.2 | -1.3 | -0.7 | -5.8
Cc1ccc(S(=O)(=O)N2CCN(C(=O)CCCOc3cccc(C)c3)CC2)cc1 | 1.0 | -0.2 | -0.1 | -0.8 | -4.6 | -6.4 | -0.2 | 2.1 | 1.0 | -0.9 | -0.4
CCn1cc(S(=O)(=O)NC2CCCCC2)cn1 | 3.2 | -5.4 | 0.4 | 1.3 | -7.6 | 1.8 | 1.9 | -0.8 | -2.8 | -0.6 | -4.2
COc1ccc2c(c1)c1nc3ccccc3nc1n2CCCN1C(=O)c2ccccc2C1=O | 7.5 | -0.7 | -0.3 | -0.5 | 5.1 | -1.5 | 0.8 | 2.2 | 2.3 | -0.5 | 0.2
Cc1ccc(C(=O)NCC(=O)N2CCCC(C(F)(F)F)C2)s1 (centres undefined) | -1.3 | -0.9 | 2.7 | 3.5 | -5.2 | -1.1 | 2.9 | 2.3 | 0.0 | -0.2 | -1.7
CCOC(=O)C1(Cc2ccccc2)CCN(Cc2nccn2CC)CC1 | -3.1 | 1.3 | -0.4 | -0.6 | 3.3 | 0.4 | -2.1 | 0.7 | 0.3 | -1.2 | 6.0
COc1cc(C)cc2c1OC(c1ccccc1)CC2=O (centres undefined) | -217.8 | -20.1 | 0.7 | 1.3 | -93.5 | 3.8 | 2.8 | 1.1 | 0.0 | -1.4 | -259.8
Cc1ccc(S(=O)(=O)CC(=O)Nc2nnc(C(C)C)s2)cc1 | -2.8 | -1.6 | 0.2 | -0.2 | -1.1 | -2.5 | 1.4 | -1.0 | -0.7 | -0.6 | -10.0
